NALP1 inh – NALP1 inhibition | S. cerevisiae NALP1/ASC/caspase-1 growth, X-gal OD620, 72 h | inhibition, % at 10 µM | actives 0.61% (n = 280,000); in the data active means inhibition mostly above about 24%, no sharp cut-off; inactive means mostly below about 32%; further: some compounds called inactive have numbers as strong as hits
PfM18AAP inh – PfM18AAP enzyme inhibition; recombinant PfM18AAP, H-Glu-NHMec fluorogenic cleavage; inhibition, % at 7.35 µM; actives 1.2% (n = 290,000); AID 1822;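 active means inhibition above the campaign mean inhibition over all tested compounds plus 3 SD, cut at about 28% in these data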;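 further: 0% = plate median of test compound wells and 100% = 2 mM ZnCl2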
OXTR ag – human OXTR agonism; actives 0.32% (n = 320,000); AID 2435; activation, % at 3 µM; CHO-OTR cells, Fluo-8 calcium fluorescence; normalized: DMSO 0%, oxytocin 100%;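 active means activation above the mean of all tested compounds plus 3 SD, cutoff set per screening run, cut at about 20% in these data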;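 further: peak over basal fluorescence ratio from a 100 s FLIPR kinetic read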
GPR7 antagonist – antagonists of human GPR7 (neuropeptides B/W receptor 1) | actives 1.1% (n = 290,000) | P48145 | GPR7-expressing cells, fluorescence antagonist assay | inhibition, % at 4.4 µM | AID 1861; in the data active means inhibition above about 16%, passing the limit was not always enough;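 further: cells stimulated with the agonist NPW; 0% = agonist with vehicle and 100% = vehicle without agonist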
Target sequence (P48145 whole entry, looked up): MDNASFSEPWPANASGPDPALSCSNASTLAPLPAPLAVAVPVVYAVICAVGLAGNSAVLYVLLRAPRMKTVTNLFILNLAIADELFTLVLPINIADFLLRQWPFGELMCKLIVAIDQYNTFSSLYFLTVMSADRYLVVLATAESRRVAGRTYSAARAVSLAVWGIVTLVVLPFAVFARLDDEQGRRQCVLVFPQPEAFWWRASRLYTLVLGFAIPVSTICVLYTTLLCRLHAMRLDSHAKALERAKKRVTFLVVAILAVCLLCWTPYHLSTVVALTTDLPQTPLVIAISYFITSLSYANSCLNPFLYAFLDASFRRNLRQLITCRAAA
MEKK2wt PB1 HTS – raises or lowers MEK5 binding to wildtype human MEKK2 PB1 domain; Q9Y2U5; bead flow cytometry, Alexa488-MEK5 binding to MEKK2 WT; actives lie on both sides; binding response (% of control), % at 10 µM; actives 1.1% (n = 290,000); AID 1531; in the data active means binding response below about 67% or above about 130%
GalR3 antag – antagonists of human GalR3; O60755; HEK293 GalR3-CNG cAMP membrane potential fluorescence; galR3 body fused to GalR1 C-terminus; inhibition, % at 3 µM; actives 0.44% (n = 360,000); AID 651719;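 active means inhibition above the screen-wide average plus 3 SD, cut at about 13% in these data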;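 further: forskolin and galanin both at EC90 stimulate the cells; cAMP rise reported by CNG channel membrane potential dye signal; 0% = forskolin plus galanin with DMSO and 100% = forskolin alone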
Target sequence (O60755 1-299 limits assumed): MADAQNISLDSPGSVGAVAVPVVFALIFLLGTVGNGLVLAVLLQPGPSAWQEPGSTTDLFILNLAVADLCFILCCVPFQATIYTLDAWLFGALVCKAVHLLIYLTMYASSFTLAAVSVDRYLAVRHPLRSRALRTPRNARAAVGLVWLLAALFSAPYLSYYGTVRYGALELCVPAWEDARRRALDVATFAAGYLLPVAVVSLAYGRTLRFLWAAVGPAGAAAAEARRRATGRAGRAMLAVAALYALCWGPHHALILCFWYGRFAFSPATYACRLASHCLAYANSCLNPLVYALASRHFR
OXTR potentiator – potentiates the human oxytocin receptor response | actives 0.061% (n = 320,000) | CHO-OTR cells, Fluo-8 calcium fluorescence, potentiator mode; 0% = oxytocin EC15, 100% = EC100 | activation, % at 3 µM;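 active means activation above that plate's cutoff, the mean activation of tested compounds plus 3 SD, cut at about 6.6% in these data, passing the limit was not always enough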;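 further: 100% uses oxytocin at 75 nM as the full agonist control; some results filed as inactive read as strong as hits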
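assay system = CHO-OTR cells, human receptor | schedule = compound 6 min at room temperature before oxytocin, 100 s read | detection = Fluo-8 intracellular calcium fluorescence, ex 470-495, em 515-575 nm | evaluation = normalized max/min fluorescence ratio, % activation | control set = EC15 oxytocin alone as 0%, 75 nM oxytocin (EC100) as 100%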
MEKK2 mut-MEK5 – signal of MEK5 binding to mutant human MEKK2 PB1 domain | percent response, % at 10 µM | actives 0.35% (n = 290,000) | bead flow cytometry, Alexa488-MEK5 binding to MEKK2 mutant; in the data active means percent response above about 24%, passing the limit was not always enough; further: inactives centre near 1; some results filed as inactive read as strong as hits
V1R ag counter – counter-screen for oxytocin receptor agonists: human V1a receptor agonists; P37288; CHO-V1R cells, Fluo-8 calcium fluorescence, agonist mode; 0% DMSO, 100% 3 nM vasopressin; activation, % at 3 µM; actives 0.25% (n = 320,000); AID 2797;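 active means activation above the mean activation of all tested compounds plus 3 SD, per screening run, cut at about 20% in these data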;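 further: signal is peak over basal fluorescence ratio across a 100 second FLIPR read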
Target sequence (P37288 whole entry, looked up): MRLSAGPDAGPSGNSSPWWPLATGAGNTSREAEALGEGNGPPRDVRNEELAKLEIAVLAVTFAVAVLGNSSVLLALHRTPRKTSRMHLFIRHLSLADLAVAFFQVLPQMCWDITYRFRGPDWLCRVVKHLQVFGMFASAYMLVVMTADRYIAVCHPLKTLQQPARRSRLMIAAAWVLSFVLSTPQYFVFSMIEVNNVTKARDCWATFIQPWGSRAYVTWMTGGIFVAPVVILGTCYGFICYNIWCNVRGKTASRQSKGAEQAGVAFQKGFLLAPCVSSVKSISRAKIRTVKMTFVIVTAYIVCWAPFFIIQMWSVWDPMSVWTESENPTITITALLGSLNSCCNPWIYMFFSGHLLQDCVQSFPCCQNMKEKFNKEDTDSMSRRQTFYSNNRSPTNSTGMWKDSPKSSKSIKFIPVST
* marks the source's active call; other numbers are inactive results; nt = no result given.

Every second line gives: OXTR potentiator, GalR3 antag, MEKK2 mut-MEK5, NALP1 inh, V1R ag counter, GPR7 antagonist, OXTR ag, PfM18AAP inh, MEKK2wt PB1 HTS
NS(=O)(=O)c1cccc(NC(=O)CCCNC(=O)c2ccc(Cl)cc2)c1
→ 0.7, -7.8, 6.0, 10.0, 0.7, -2.2, 0.3, 5.1, 105.0
O=S(=O)(c1cc(F)ccc1F)N1CCN(c2ccccn2)CC1
→ -15.2, -10.0, 1.0, nt, -0.8, 1.1, -1.6, 2.2, 103.0
Cc1ccc(C)c(NC(=O)CN(C)C(=O)c2ccc3c(=O)n4c(nc3c2)CCC4)c1
→ -0.9, -6.9, nt, nt, 0.7, nt, 0.0, nt, nt
CCC1CN(C(=O)N2CCC(C(=O)NCCc3ccccc3)CC2)c2ccccc2O1 (configuration not stated)
→ -11.6, -1.8, 2.0, -3.9, 6.7, 17.9, 6.6, 2.3, 105.0
O=C(CNC(=O)c1ccc(Cl)cc1)NC1CCCCC1
→ -2.7, -2.9, -2.0, 7.3, 3.2, -0.9, -0.2, 2.1, 99.0
COc1ccc(-c2nnc(NC(=O)c3ccccc3C)o2)cc1
→ -4.4, -0.6, -3.0, 6.4, 1.1, nt, 0.2, nt, 100.0
O=C(CSc1nnc(CNC(=O)c2ccco2)o1)c1ccc(Cl)cc1
→ -13.3, -4.6, 6.0, 6.2, 3.4, 6.3, 4.3, 3.6, 104.0
COc1ccc(NC(=O)Cc2coc3ccc4ccccc4c23)cc1S(=O)(=O)N1CCOCC1
→ -9.2, -7.9, -1.0, nt, 5.3, -11.8, 4.5, -1.8, 108.0
CCOC(=O)C1CCCN(C(=O)CN(c2ccc(OC)cc2)S(=O)(=O)c2c(C)noc2C)C1 (configuration not stated)
→ -5.6, 1.4, 5.0, 2.4, -1.4, -1.0, -0.8, 5.2, 108.0
O=C1COc2ccc(C(=O)CSc3ccc(Br)cc3)cc2N1
→ -7.7, -5.7, nt, nt, 1.2, nt, 0.6, nt, nt
Cn1nc(-c2ccccc2)cc1NC(=O)C1CCCCC1
→ -11.1, -1.1, 2.0, nt, 0.7, -2.5, 0.0, -19.8, 110.0
O=C(COC(=O)c1ccccc1O)NC1CCCc2ccccc21 (configuration not stated)
→ -5.5, -0.5, nt, nt, -0.4, nt, -1.5, nt, nt
NC(CC(=O)O)c1cccc(OCc2ccccc2)c1 (configuration not stated)
→ -2.6, -3.9, 3.0, 13.9, 0.2, 4.0, -0.6, -9.4, 102.0
COC(=O)CNc1nc(OC)nc(N(C)C)n1
→ -7.7, nt, 5.0, 13.1, 0.5, -12.6, 0.0, -3.0, 102.0
COc1cc(NC(=O)c2ccco2)c(OC)cc1NC(=O)CSc1nnc(-c2cccs2)n1C
→ 4.2, -5.7, -9.0, -10.6, -1.0, -12.3, -2.9, 0.2, 96.0
O=C(/C=C/c1ccccc1)NC1CC2CCC1C2 (configuration not stated)
→ -4.8, -3.8, -2.0, 30.5, -1.0, -7.5, -1.7, 3.7, 100.0
Cc1ccc(N(C(=O)Cn2nnc(-c3ccc(C)o3)n2)C(C(=O)NC2CCCC2)c2ccco2)cc1 (configuration not stated)
→ -5.7, -6.4, -5.0, 15.7, -0.7, -15.6, 0.3, -7.2, 94.0
O=S(=O)(Cc1ccc(Cl)cc1)c1ccccc1-c1nnc(-c2ccccc2)o1
→ -7.1, -1.4, 0.0, 20.9, -0.8, -4.6, -1.4, 3.1, 97.0
CCOC(=O)c1c(-c2ccc(Cl)cc2)cn2ccccc12
→ -16.0, -4.3, 1.0, 2.0, -0.6, -1.0, -2.5, -7.4, 98.0
O=c1cc(-c2ccccc2)n(S(=O)(=O)c2ccc3ccccc3c2)o1
→ -8.9, -3.7, nt, nt, 1.7, 1.4, 0.6, 11.4, nt
CCn1c(CNC(=O)c2ccccc2Cl)cc2ccccc21
→ 1.0, -10.2, 7.0, -5.3, 0.0, -11.8, -1.2, 5.3, 104.0
Cc1cc(C(=O)NC2CCCN(Cc3ccc(Cl)cc3)C2)c(C)o1 (configuration not stated)
→ -7.0, -0.9, 5.0, 0.6, -1.3, -9.0, -1.1, 5.3, 111.0
Cc1cccc(C(=O)NCCC(=O)NCc2ccccc2Cl)c1
→ 1.1, -3.7, nt, nt, 0.3, nt, -0.8, nt, nt
Cn1nc(-c2ccccc2)cc1NC(=O)c1ccc(Cl)cc1
→ -3.9, -5.9, nt, nt, 1.1, nt, 0.1, nt, nt
CC(C)C(NC(=O)c1ccc(Cl)cc1)C(=O)O (configuration not stated)
→ 6.7, -5.2, 17.0, 3.7, -0.4, -6.4, 3.0, 3.5, 123.0
C=CCOc1ccc(CNCC2CCCO2)cc1 (configuration not stated)
→ -1.3, -10.7, 3.0, 13.9, -0.6, -12.0, 1.6, -8.1, 113.0
COc1cccc(N(CC(=O)Nc2ccccc2C)S(C)(=O)=O)c1
→ -1.4, -1.9, 4.0, 14.0, 4.5, 3.2, 0.7, -9.1, 102.0
COCCNc1cc(C)nc2cc(-c3ccc(C)cc3)nn12
→ -3.9, -6.9, -9.0, 12.9, -1.1, 4.0, -2.2, 1.2, 92.0
CCCCN(CCCC)S(=O)(=O)c1ccc(C(=O)Nc2nnc(CSC)o2)cc1
→ 5.9, -1.4, 4.0, 9.7, 0.2, -0.4, -1.8, 5.6, 109.0
COc1cc(OC)nc(Oc2cc(C=O)ccc2OC)n1
→ -1.9, -7.5, 0.0, -10.5, 0.1, -10.9, -0.4, -1.6, 97.0

Later entries
Every second line gives: OXTR potentiator, GalR3 antag, MEKK2 mut-MEK5, NALP1 inh, V1R ag counter, GPR7 antagonist, OXTR ag, PfM18AAP inh, MEKK2wt PB1 HTS
N#CC1=C2Sc3ccccc3N2CCCC1=O
→ 4.8, -3.1, -1.0, -15.8, 1.8, 17.0, 1.6, -2.9, 100.0
COc1ccc(C(=O)N2CCN(c3nc4ccccc4o3)CC2)cc1OC
→ -3.7, nt, 5.0, 5.1, 5.7, -6.1, 4.4, -7.6, 105.0
CCOc1ccc(NC(=O)CSc2nc3nc(C)cc(C)n3n2)cc1
→ -11.0, -2.0, 13.0, 5.6, 7.1, 9.1, 4.4, 0.7, 117.0
C=CCn1cc(C(=O)NCc2cccnc2)c(=O)c2cc(S(=O)(=O)N(CC)CC)ccc21
→ 6.2, 1.9, 2.0, 15.8, -0.6, -0.5, -0.3, -6.8, 101.0
COc1ccc(CNC(=O)CCCn2nc(C)c3c(C)n(-c4ccc(C)cc4)nc3c2=O)cc1
→ -6.8, -8.2, 1.0, 18.7, 3.5, -11.4, -0.1, -6.0, 102.0
CN1CCCCc2c1nc1c(c2N)CCCC1
→ -2.0, -4.7, 3.0, 15.9, 0.4, 2.9, 0.4, 0.4, 96.0
OCCN(CC#CC(O)(c1ccccc1)c1cccc(F)c1)CCO (configuration not stated)
→ -8.3, -0.2, -12.0, 21.2, 0.3, 8.7, -1.3, 2.2, 75.0
c1ccc(C(Cc2nc(-c3cccnc3)no2)c2ccccc2)cc1
→ -7.1, -4.4, 5.0, 17.2, -0.5, 16.0, -1.2, 4.3, 104.0
Cc1ccc2nsnc2c1NC(=O)c1ccc2c(c1)OCCO2
→ 2.5, -6.6, -6.0, -2.2, -0.3, 0.5, -0.7, -6.7, 88.0
Cc1ccccc1NC(=O)Cn1nnc2c(cnn2-c2ccc(F)cc2)c1=O
→ -4.6, -9.3, -2.0, 4.4, 0.4, 7.3, 0.1, -4.0, 98.0
Cc1ccc(S(=O)(=O)c2nc(-c3ccco3)oc2SCC(=O)NCC2CCCO2)cc1 (configuration not stated)
→ -4.8, -1.0, 1.0, 35.0, -0.3, 8.4, 0.8, -9.5, 99.0
CC(C)C(NS(=O)(=O)c1ccc2c(c1)OCCO2)C(=O)NCCc1ccccn1 (configuration not stated)
→ 0.9, -2.1, -1.0, -2.0, -0.5, -12.0, -1.3, 5.2, 100.0
COc1ccc(CNc2ccccc2SC)cc1OC
→ -2.8, -6.0, 3.0, -4.3, 0.1, 1.8, -1.7, -1.4, 107.0
COc1cc2c(cc1OC)C(C(=O)O)C(c1ccc(C)o1)N(C)C2=O (configuration not stated)
→ -11.5, -1.4, 1.0, 5.3, -0.8, -12.0, 0.2, -26.6, 106.0
CN(Cc1ccccc1)Cc1nc2c(c(=O)n(C)c(=O)n2C)n1CCc1ccccc1
→ -6.0, 0.0, -6.0, nt, -0.7, 6.0, -0.7, -13.4, 87.0
COC(=O)C(NC(=O)c1ccco1)(Nc1nc(C)cs1)C(F)(F)F (configuration not stated)
→ -4.8, 1.7, -7.0, -1.8, 0.1, -0.3, -0.5, 7.0, 91.0
CC1(C)Cc2nc(-c3ccccc3)nc(SCC(=O)N3CCOCC3)c2CO1
→ -4.9, -11.0, 7.0, 5.3, 0.4, -13.2, 0.1, -0.7, 102.0
COCc1cc(C)nc(Sc2nc3c(c(=O)n(C)c(=O)n3C)n2C)c1C#N
→ nt, -8.5, -1.0, 11.8, nt, -2.3, nt, -0.6, 100.0
O=S(=O)(c1ccccc1)N1CCN(c2ncnc3sc(-c4ccccc4)cc23)CC1
→ nt, -3.1, 1.0, -3.8, nt, -8.1, nt, -13.8, 99.0
COC(=O)c1ccc(S(=O)(=O)N2CCCC2)o1
→ -5.4, 1.0, 0.0, 8.9, -0.8, -14.6, -0.1, -3.8, 101.0
COc1ccc(Cl)cc1-c1n[nH]c(=S)n1C
→ -1.0, 3.6, 1.0, 29.8, -0.1, 7.3, 0.4, 26.6, 101.0
c1ccc(COc2cccc(CN3CCc4ccccc4C3)c2)cc1
→ -15.5, -12.4, -1.0, 12.3, -1.1, -8.0, -1.4, 3.8, 101.0
CCCCNC(=O)c1ccc(/C=C2\Oc3ccccc3N(C)C2=O)cc1
→ -6.0, 12.2, 1.0, 2.8, -0.7, -8.0, -0.1, -4.5, 98.0
O=C(Nc1nccs1)c1cccc(S(=O)(=O)N2CCOCC2)c1
→ -1.3, 1.8, 6.0, nt, 0.7, -10.8, 0.8, -5.8, 103.0
N#CC1(NC(=O)COC(=O)c2ncc(Cl)c(Cl)c2Cl)CCCCC1
→ -4.2, -1.2, nt, nt, -0.5, nt, -1.3, nt, nt

Entries of single compounds from above:
Listed for COc1cc2c(cc1OC)C(C(=O)O)C(c1ccc(C)o1)N(C)C2=O (configuration not stated) → OXTR potentiator: -11.5; GalR3 antag: -1.4; MEKK2 mut-MEK5: 1.0; NALP1 inh: 5.3; V1R ag counter: -0.8; GPR7 antagonist: -12.0; OXTR ag: 0.2; PfM18AAP inh: -26.6; MEKK2wt PB1 HTS: 106.0
Listed for COC(=O)C(NC(=O)c1ccco1)(Nc1nc(C)cs1)C(F)(F)F (configuration not stated) → OXTR potentiator: -4.8; GalR3 antag: 1.7; MEKK2 mut-MEK5: -7.0; NALP1 inh: -1.8; V1R ag counter: 0.1; GPR7 antagonist: -0.3; OXTR ag: -0.5; PfM18AAP inh: 7.0; MEKK2wt PB1 HTS: 91.0

From PubChem
